# ATXN viability – reduces viability in counter-screen for ATXN expression inhibitors. S2 cells (HEK-293 line with an ATXN2-luciferase reporter) viability, CellTiter-Fluor protease fluorescence, 24 h. Potency, µM (top dose mostly 56.7 µM), actives largely listed as cytotoxic. 400,000 compounds, 0.49% hits. AID 651635; also: potency is read from the fitted curve at half-maximal effect; nearly all actives have a fitted effect of over 40% in size
# Nrf2 block – Nrf2 pathway inhibition | A549 ARE-Fluc reporter, luciferase luminescence, 18-24 h | Potency, µM (top dose mostly 46 µM), for inactives: at the highest dose activity change, negative = inhibition, actives largely listed as inhibitors | 360,000 compounds, 2.1% hits; also: potency is read from the fitted curve at half-maximal effect; % is scaled to controls: 0 for no effect and ±100 for the full control effect; nearly all actives have a fitted effect of over 60% in size
#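 Nrf2 activity is the BugLite luminescence, read 15 min after reagent at room temperature, following CellTiter-Fluor cytotoxicity readout (30 min, 37C). Compound titrations were applied for 18-24 h to 5000 A549 ARE_Fluc cells/well in 5% FBS OPTI-MEM.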
# MCF10A rerep – inducers of DNA re-replication in MCF 10A breast cells | MCF 10A DNA re-replication, Hoechst nuclear intensity, 48 h | Potency, µM (titrated, usually from 46.1 µM), for inactives: at the highest dose activity, positive = re-replication, actives largely listed as activators | 350,000 compounds, 2.9% hits; also: potency is read from the fitted curve at half-maximal effect; % of control where 0% means no effect; nearly all actives have a fitted effect of over 50% in size
# Nrf2 activator – Nrf2 pathway activation; Potency, µM (series often up to 46.1 µM), for the others: at the top dose activation, hits mostly activators; AREc32 ARE-luciferase reporter (MCF7-derived line), luminescence, 24 h; 410,000 compounds, 0.31% hits; AID 624171; also: potency is read from the fitted curve at half-maximal effect; % of control where 0% means no effect; nearly all actives have a fitted effect of over 65% in size
#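 ARE activation measured as luciferase luminescence (Steady-Glo, 30 min RT) in AREc32_Fluc cells after 24 hr compound exposure at 37 deg C, 5% CO2; cells seeded overnight at 1000/well in OPTI-MEM, 5% FBS.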
# ATXN2 expr inh – ATXN2 expression inhibition; HEK-293 ATXN2-luciferase reporter, luminescence, 24 h; Potency, µM (top dose mostly 57 µM), without a hit: at the highest dose activity change, negative = inhibition, hits mostly inhibitors; 360,000 compounds, 0.72% hits; AID 1745845; also: potency is read from the fitted curve at half-maximal effect; % is scaled to controls: 0 for no effect and ±100 for the full control effect; nearly all actives have a fitted effect of over 55% in size
#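 ATXN2-luciferase reporter cells (luciferase flanked by upstream and downstream ATXN2 gene portions) were treated 24 h at 37 °C with compounds at up to 57 uM. SteadyGlo luminescence gave expression; GF-AFC fluorescence gave viability.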
# TGFb inhibitor – blocks TGF-b signaling; HepG2 CAGA-GFP TGF-b/SMAD3 reporter, GFP fluorescence, 18 h; TGF-beta stimulated, 500 pg/mL final; 410,000 compounds, 1.2% hits; AID 588855; Potency, µM (series often up to 46.1 µM), inactives show at the highest dose activity, negative = inhibition, most hits filed as inhibitors; also: potency is read from the fitted curve at half-maximal effect; % is scaled to controls: 0 for no effect and ±100 for the full control effect; nearly all actives have a fitted effect of over 65% in size
#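 HEPG2 CAGA-GFP, 1000 cells/well; 2 h settle, 37 C; cpd via pin tool; TGF-b 500 pg/mL final; 18 h, 37 C; GFP imaging ex488/em500-530; %Activity normalised to -TGF-b and +DMSO controls; CRC fit, curve class.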
# A549 viability – kills or reduces viability of A549 cells in Nrf2 counter-screen; 390,000 compounds, 0.16% hits; A549 ARE-Fluc cells, CellTiter-Fluor viability, 18-24 h; Potency, µM (doses to about 46 µM), without a hit: at the top dose activity change, negative = cytotoxicity, actives largely listed as inhibitors; also: potency is read from the fitted curve at half-maximal effect; % is scaled to controls: 0 for no effect and ±100 for the full control effect
#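 Cytotoxicity counterscreen: CellTiter-Fluor fluorescence was measured in A549 ARE_Fluc cells after 18-24 h of compound exposure in a concentration series. The subsequent BugLite luminescent read reports ARE-luciferase activity.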
# IL-1B inflam inh – blocks inflammasome-driven IL-1 beta release; 360,000 compounds, 4.7% hits; activity change, % at 57.5 µM; THP-1 LPS/ATP IL-1B secretion, AlphaLISA, 16 h; active compounds read low; in the data active = activity change below about -50%; inconclusive = mostly about -30% to -49%; also: % is scaled to controls: 0 for no effect and ±100 for the full control effect
#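 THP-1 cells pretreated 1 hr with compounds (up to 57.5 uM final), then stimulated with LPS (250 ng/mL final) plus ATP (1.25 mM final); secreted IL-1B measured by AlphaLISA after 16 hr, decreased signal indicating inhibition.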
# HepG2 tox – kills HepG2 cells in TGF-b inhibitor counter-screen; HepG2 CAGA-GFP viability, ATP luminescence, 18 h; Potency, µM (series often up to 46.1 µM), for inactives: top-dose activity change, negative = cytotoxicity, most hits filed as cytotoxic; 410,000 compounds, 0.76% hits; also: potency is read from the fitted curve at half-maximal effect; some results filed as inactive show a strong effect at the top dose
#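 HepG2 CAGA-GFP cells (1000/well, DMEM with 1% FBS) received compound, then TGF-beta at 500 pg/mL final, and were incubated 18 hours at 37 degrees C. Viability was read by CellTiter-Glo luminescence. Media-only wells were set as complete cell-killing and DMSO as no toxicity.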
# * = called active by the depositor; i = inactive; ? = inconclusive; / = not tested or not shown; & = joins results of further samples; [ ] = dose if it differs, or a comment. Unless noted, calls follow the shape of the dose curve; as a rule, active = well fitted curve in the direction sought with a large enough effect; inconclusive = small, poorly fitted or top-dose-only effect, or another doubt; inactive = no such curve, though single readings can be large; an effect the other way counts as inactive or inconclusive.
SMILES,ATXN viability,Nrf2 block,MCF10A rerep,Nrf2 activator,ATXN2 expr inh,TGFb inhibitor,A549 viability,IL-1B inflam inh,HepG2 tox
NC(CSC1(c2ccc(Cl)cc2)c2ccccc2-c2ccccc21)C(=O)O (stereo not given),i,11.0%,13.2%,-0.5%,9.4%,-20.0%,-0.5%,-4.9,-7.7%
O=C(CN1C(=O)C2CC=CCC2C1=O)Nc1ccc(S(=O)(=O)Nc2nccs2)cc1 (stereo not given),i,5.8%,0.6%,-1.0%,/,5.0%,11.1%,43.0,-35.5%
COc1ccc(S(=O)(=O)NC2(C(F)(F)F)NC(=O)N(CCc3ccccc3)C2=O)cc1 (stereo not given),i,-3.5%&7.7%,2.3%,-0.5%&-0.8%,14.3%&3.8%,2.3%&0.9%,1.2%&1.9%,18.4,-2.9%&1.6%
COc1ccc2cc(C(=O)C3CCCN(C(=O)c4ccnn4C)C3)ccc2c1 (stereo not given),i,?,?,9.1%,/,?,11.8%,-29.1,-34.1%
CCOC(=O)c1c(Nc2nc(C)c(C(=O)NC)s2)sc(C)c1C,i,/,-1.0%,3.1%,-0.3%,-27.7%,-9.3%,?,-17.0%
CCOC(=O)Cn1c(CN(C)Cc2ccccc2)nc2c1c(=O)n(C)c(=O)n2C,i,?,18.8%,-1.0%,-12.9%,0.7%,-13.4%,-10.5,-15.2%
Cc1cccc(N2CCN(C(=O)c3cc(=O)[nH]c4ccccc34)CC2)c1C,i,2.6%,6.1%,-0.5%,-17.0%,-12.5%,-2.8%,0.0,-27.1%
Brc1cnc(N2CCCC2)nc1N1CCCCC1,i,-0.3%,4.1%,2.6%,-0.5%,17.9%,11.7%,2.0,0.0%
Cn1c(CCN2CCOCC2)nc2cc(NC(=O)COc3ccccc3)ccc21,i,?,1.9%,-0.4%,-3.5%,-1.3%,10.3%,-4.2,5.5%
CCOc1ccc2nc(SC3CC(=O)N(c4ccc(OC)cc4OC)C3=O)sc2c1 (stereo not given),i,2.7%,?,-0.2%,27.7%,1.4%,-0.5%,28.8,10.5%
Cc1cc(C)n2nc(C(=O)OCC(=O)c3c[nH]c4ccccc34)nc2n1,i,13.8%,7.3%,3.2%,/,1.2%,?,31.3,0.7%
CC(CN1CCN(C/C=C/c2ccccc2)CC1)c1ccccc1 (stereo not given),i,4.7%,6.7%,0.2%,-17.2%,3.0%,1.7%,5.1,-1.9%
O=C(NCc1ccc(F)cc1)c1cc(C2CCCN(C(=O)c3ccc4ccccc4c3)C2)on1 (stereo not given),?,/,/,0.1%,-23.6%,-7.7%,/,-17.0,-20.1%
CCN(CC)C(=O)c1cccc(C)c1,i,11.5%,-10.4%&-1.2%,0.5%,3.0%&3.3%,24.3%,4.0%,11.9,-2.5%
COc1ccc(CN(CC(=O)NC2CCCC2)C(=O)c2csnn2)cc1,i,3.5%,1.1%,0.4%,2.7%,4.4%,0.0%,-17.6,-0.8%
CC1=C(C(=O)N(C(C)C)C(C)C)CC(CC(=O)NCC2CCCCC2)C(=O)N1Cc1ccccc1 (stereo not given),?,/,/,0.3%,0.0%,?,/,-28.7,-18.0%
CN(C)S(=O)(=O)c1cccc(N=c2scc(-c3ccc4c(c3)NC(=O)CO4)n2CC2CCCO2)c1 (stereo not given),?,/,9.0%,5.5%,?,8.7%,-3.0%,-15.1,-35.2%
O=C(CNC(=O)OCc1ccccc1)NC1CCCCNC1=O (stereo not given),i,-24.1%,2.8%,-0.2%,-3.9%,3.2%,-9.1%,-3.8,5.9%
Cc1nnc(SCC2CCCO2)n1-c1ccccc1 (stereo not given),i,/,-7.5%,-0.3%,-1.5%,19.0%,-3.0%,-7.1,-29.8%
CC(C)(C)c1cc(-c2ccccc2)no1,i,5.0%,-5.8%,-0.1%,-11.5%,-14.6%,-1.6%,3.9,-25.4%
CCCCCCCCCCC[C@@H](C[C@@H]1OC(=O)[C@H]1CCCCCC)OC(=O)[C@H](CC(C)C)NC=O,?,0.5%,-6.6%,1.0%,2.2%&8.1%,6.3%,2.1%,-17.4,-10.6%
CCc1ccc(S(=O)(=O)Nc2cc(-c3cn4ccccc4n3)ccc2C)cc1,i,15.0%,/,-0.3%,7.2%,-19.7%,2.2%,/,-42.7%
O=c1[nH]c(=S)[nH]c2nccnc12,i,-5.7%,-24.3%,-0.4%,1.9%,-5.2%,-0.4%,3.6,-2.9%
Cc1ccc(OCc2cc(C(=O)NCCc3cccnc3)no2)cc1C,i,?,0.6%,-0.9%,-4.8%,-3.3%,9.4%,10.2,-8.0%

# Single entries from above.
# Value of CCN(CC)C(=O)c1cccc(C)c1 under ATXN2 expr inh: 3.0%&3.3%
# Value of O=C(NCc1ccc(F)cc1)c1cc(C2CCCN(C(=O)c3ccc4ccccc4c3)C2)on1 (stereo not given) under TGFb inhibitor: -7.7%

# Next entries follow.
SMILES,ATXN viability,Nrf2 block,MCF10A rerep,Nrf2 activator,ATXN2 expr inh,TGFb inhibitor,A549 viability,IL-1B inflam inh,HepG2 tox
Cc1cc(NC(=O)c2ccc(Cl)cc2)n(-c2ccccc2)n1,?,-0.1%,2.0%,-0.3%,/,-0.3%,-3.8%,8.5,-10.2%
COc1cc(Cl)c(C)cc1NC(=O)CSCC#N,i,9.8%,0.5%,9.6%,-5.0%,19.1%,0.3%,23.1,-15.0%
COc1ccccc1NC(=O)COC(=O)CCC(=O)c1cccs1,i,24.8%,-1.2%,-0.7%,3.3%,-8.7%,-6.0%,20.3,1.3%
C=CCNC(=O)c1c(Br)cnn1-c1ccc(C)cc1,i,?,-1.0%,?,56.7%[activator],8.4%,-0.8%,14.3,-2.3%
COc1ccc(S(=O)(=O)Nc2ccc3c(c2)C(=O)N([C@@H](C)CO)C[C@H](C)[C@H](CN(C)CC2CC2)O3)cc1,i,14.5%,10.9%,-0.9%,7.5%,1.3%,3.0%,8.2,0.8%
CCOc1ccccc1NC(=O)CSc1nnc(Cc2ccc(OC)cc2)c(=O)n1N,?,-2.8%,-0.8%,0.4%,1.8%,0.3%,2.5%,-14.5,-1.8%
CN(C)C(CNc1ccc(C(F)(F)F)cc1[N+](=O)[O-])c1ccccc1 (stereo not given),i,2.3%,?,1.7%,-6.4%,11.2%,1.0%,-78.6*,-16.3%
CCOC(=O)N1CCN(S(=O)(=O)c2ccc(C(=O)N(CCCN(C)C)c3nc4ccc(CC)cc4s3)cc2)CC1,i,-23.0%,10.1%,0.2%,?,0.0%,-10.2%,-61.8*,-13.4%
Cc1ccc([C@@H]2[C@@H]3C(=O)N(C)C(=O)[C@@H]3[C@]3(Cc4ccccc4)C(=O)N(CCO)CC(=O)N23)o1,i,6.0%,-0.4%,0.1%,1.8%,13.9%,-6.0%,12.7,3.8%
NS(=O)(=O)c1ccc(NC(=S)Nc2ccc(F)c(F)c2)cc1,i,22.1%,1.5%,0.5%[9.22 µM],-1.3%,-4.2%,9.7%,12.2,3.2%
O=C(O)C1CCCN1C(=O)Nc1ccc(F)cc1 (stereo not given),i,3.5%,i[0.0737 µM],0.2%,0.8%,6.6%,-4.4%,6.6,0.5%
CN(CC(O)COCc1cccs1)C1CCCCC1 (stereo not given),i,22.8%,-0.7%,2.9%,2.6%,?,-4.9%,1.8,2.9%

# 4 entries already listed, ordered by SMILES length, descending:
SMILES,ATXN viability,Nrf2 block,MCF10A rerep,Nrf2 activator,ATXN2 expr inh,TGFb inhibitor,A549 viability,IL-1B inflam inh,HepG2 tox
CCOC(=O)N1CCN(S(=O)(=O)c2ccc(C(=O)N(CCCN(C)C)c3nc4ccc(CC)cc4s3)cc2)CC1,i,-23.0%,10.1%,0.2%,?,0.0%,-10.2%,-61.8*,-13.4%
CCOc1ccccc1NC(=O)CSc1nnc(Cc2ccc(OC)cc2)c(=O)n1N,?,-2.8%,-0.8%,0.4%,1.8%,0.3%,2.5%,-14.5,-1.8%
C=CCNC(=O)c1c(Br)cnn1-c1ccc(C)cc1,i,?,-1.0%,?,56.7%[activator],8.4%,-0.8%,14.3,-2.3%
O=C(O)C1CCCN1C(=O)Nc1ccc(F)cc1 (stereo not given),i,3.5%,i[0.0737 µM],0.2%,0.8%,6.6%,-4.4%,6.6,0.5%

# Additional structures follow.
SMILES,ATXN viability,Nrf2 block,MCF10A rerep,Nrf2 activator,ATXN2 expr inh,TGFb inhibitor,A549 viability,IL-1B inflam inh,HepG2 tox
CC(=O)Nc1ccc(-c2ccnc(-c3ccc(NC(C)=O)cc3)n2)cc1,/,17.0%,1.8%,0.3%,-19.0%,0.0%,-2.9%,14.4,-1.7%
O=C(NC1CCN(Cc2ccccc2)CC1)c1cccc(S(=O)(=O)Nc2ccc(F)cc2)c1,i,16.4µM*,?,0.1%,-37.2%,-24.1%,?,-21.5,-27.9%
COc1ccc(-c2nc3cnccn3c2NCc2ccccc2)cc1SC1CCCCC1,/,?,11.6µM*,-3.7%,?,?,3.6%,?,-83.8%
COC(=O)c1cc(S(=O)(=O)N2CCCC2)c(Cl)cc1Cl,i,6.5%,9.4%,-0.3%,0.9%,-6.3%,0.4%,?,-7.1%
CCCN(CC(=O)Nc1ccccc1OC)C(=O)c1ccc2[nH]c3c(c2c1)CC(C)CC3 (stereo not given),?,23.1µM*,?,2.1%,?,?,?,-59.2*,-24.5%
CCOC(=O)C1=CN(CC)S(=O)(=O)NC1c1ccccc1 (stereo not given),i,-9.9%,-0.2%,-0.1%,3.4%,3.3%,9.4%,2.6,14.0%
CC(C)C(=O)N1CCN(c2ccc([N+](=O)[O-])c(NC(C)c3ccccc3)c2)CC1 (stereo not given),i,?,?,0.9%,-18.1%,?,?,-63.8*,-14.9%
CCc1nccn1CCC(=O)NC1CCCc2c1cnn2-c1ccc(F)cc1F (stereo not given),i,?,17.7%,0.0%,-9.0%,-9.4%,-1.1%,33.8,-13.6%
